UTI89 phage lysis: protection from phage-mediated lysis, alamar blue read-out – E. coli UTI89, K1F phage, bacterial capsule biogenesis inhibitors (AID 488966) | 0.02% of 340,000 active | E. coli UTI89 K1F phage lysis, alamar blue, 2 h; higher % means a stronger effect | inhibition, % at 100 µM; hits with a dose series show IC50 in µM;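 active means phage lysis inhibition, versus mean bacterial control, above a set limit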;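 further: capsule biogenesis inhibitors block K1F phage lysis so surviving cells raise fluorescence; higher fluorescence means more inhibition of phage lysis; actives were called in the ten point dose series up to 300 µM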
LYP phosphatase: PTPN22 lymphoid phosphatase activity blockers – biochemical, fluorescence intensity, uHTS (AID 1779). 0.054% of 290,000 active. recombinant LYP phosphatase, fluorescence intensity; higher % means a stronger effect. one-dose inhibition, % at 11.5 µM; IC50 in µM for titrated hits; in the data active means inhibition above about 50%;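 further: plate controls were vehicle with enzyme for no effect and no enzyme for full effect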
WT yeast gro inh: growth inhibition of WT yeast, mitochondrial fusion screen; mitochondrial fusion phenotypic screen, WT strain; inhibition, % at 10 µM; 2.1% of 190,000 active; AID 1362; in the data active means inhibition above about 58%; tested in S. cerevisiae
AID2073: disruptors of CaV2.2 binding to Mint1 – biochemical, HTRF (AID 2073); HTRF protein-protein interaction, Mint1-CaV2.2; higher % means a stronger effect; one-dose inhibition, % at 20 µM; IC50 in µM for titrated hits; 0.19% of 290,000 active; in the data active means inhibition mostly above about 51%, no sharp cut-off; further: some results filed as inactive read as strong as hits
Autophagy HCS: modulators of autophagy | calls only at 10 µM (by protocol) | MEF GFP-LC3 puncta imaging; test concentration mostly 10 µM | AID 463193 | 0.98% of 190,000 active;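 active means percentage of spot-positive cells more than 3 SD above its plate mean, without a fluorescence outlier flag or 80% toxicity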;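 further: spot-positive cell cutoff set from DMSO-treated cells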
GPR35 arrestin U2OS: GPR35 antagonists blocking zaprinast-driven arrestin recruitment, primary screen, imaging, U2OS, beta-arrestin-GFP, zaprinast agonist (AID 2058) | inhibition, % at 10 µM; hits with a dose series show IC50 in µM | 0.052% of 290,000 active | U2OS GPR35 beta-arrestin-GFP translocation imaging, zaprinast antagonism; higher % means a stronger effect;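 active means inhibition of at least 50% with at least 30 cells and total cytoplasm GFP at most 10,000,000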
NS5 inhibitors: Dengue-2 NS5 methyltransferase inhibitors, primary screen, biochemical, confirmation dose response (AID 588689). Dengue-2 NS5 methyltransferase capping enzyme assay, biochemical; higher % means a stronger effect. inhibition, % at 25 µM, or IC50 in µM where a hit was titrated. 0.3% of 340,000 active; in the data active means a potency from the dose series
RSV antiviral HEp-2: inhibition of RSV-induced cytopathic effect – HEp-2 cells, primary 10 µM value included (AID 2391); HEp-2 cells, RSV-induced CPE inhibition; higher % means a stronger effect; one-dose CPE inhibition, % at 10 µM; IC50 in µM for titrated hits; 0.13% of 310,000 active; in the data active means a potency from the dose series; further: strong numbers were not always called active
NTR1 agonist: agonists of NTR1, primary screen, imaging, U2OS cells, beta-arrestin-GFP, high content (AID 493036); 0.17% of 330,000 active; activation, % at 20 µM; P30989; NTR1-U2OS beta-arrestin-GFP spot imaging, agonist mode;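 active means activation at or above 40% of the spot to cytoplasm intensity ratio, with at least 20 cells analyzed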;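 further: 0% = DMSO without peptide and 100% = 100 nM NTR1 peptide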
Target sequence (P30989 whole entry, looked up): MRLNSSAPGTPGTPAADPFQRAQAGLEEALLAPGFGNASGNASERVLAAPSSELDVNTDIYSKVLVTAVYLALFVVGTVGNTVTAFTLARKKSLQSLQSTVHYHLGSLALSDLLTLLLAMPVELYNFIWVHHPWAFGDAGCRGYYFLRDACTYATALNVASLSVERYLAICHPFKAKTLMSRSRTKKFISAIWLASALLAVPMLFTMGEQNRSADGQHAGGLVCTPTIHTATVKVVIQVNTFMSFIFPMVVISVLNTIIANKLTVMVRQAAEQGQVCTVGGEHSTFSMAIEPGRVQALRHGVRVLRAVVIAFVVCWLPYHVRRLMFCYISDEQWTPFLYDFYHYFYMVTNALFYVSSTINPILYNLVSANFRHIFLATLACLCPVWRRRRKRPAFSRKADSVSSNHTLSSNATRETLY
WT yeast gro inh mutant strain: second read-out of WT yeast gro inh, no call of its own (marks repeat the call); inhibition, %; mitochondrial fusion phenotypic screen, mutant strain inhibition
Autophagy HCS cell loss 18 h: recorded beside Autophagy HCS, whose call it bears; toxicity, %; measured here: cell loss, nuclei count;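 cell loss after 18 h compound exposure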
NTR1 agonist cell count 20 µM: second read-out of NTR1 agonist, no call of its own (marks repeat the call); cell count; measured here: cell count, cytotoxicity flag
NS5 inhibitors pilot replicate: also measured in NS5 inhibitors; calls as there; inhibition, %; measured here: pilot screen replicate inhibition
Active calls of the source: *; [ ] = another dose, or the depositor's remark.

COc1ccc(C(=O)N/N=C/c2ccc(OC)c(CN3CCN(c4ccc(F)cc4)CC3)c2)cc1 was read as UTI89 phage lysis 1.0%[50 µM], LYP phosphatase -1%, WT yeast gro inh -3, AID2073 5%, Autophagy HCS inactive, GPR35 arrestin U2OS -8%, NS5 inhibitors -4%, RSV antiviral HEp-2 1.2%, NTR1 agonist 2.1, WT yeast gro inh mutant strain -32, Autophagy HCS cell loss 18 h 12 and NTR1 agonist cell count 20 µM 50.
`CC1(C)Cc2cccc(OCC(=O)N3CCN(S(=O)(=O)c4ccc(F)cc4)CC3)c2O1` gave UTI89 phage lysis 0.4%, LYP phosphatase 1%, WT yeast gro inh -2, AID2073 0%, Autophagy HCS inactive, GPR35 arrestin U2OS 8%, NS5 inhibitors 1%, RSV antiviral HEp-2 -1.2%, NTR1 agonist -1.0, WT yeast gro inh mutant strain -13, Autophagy HCS cell loss 18 h -15 and NTR1 agonist cell count 20 µM 73.
For CC(C)c1nnc(NC(=O)C2CCN(C(=O)c3ccco3)CC2)s1 the results were UTI89 phage lysis 0.4%, LYP phosphatase -6%, AID2073 -14%, GPR35 arrestin U2OS -3%, NS5 inhibitors -10%, RSV antiviral HEp-2 2.0%, NTR1 agonist 0.7 and NTR1 agonist cell count 20 µM 50.
C/C(CC(=O)Nc1cccc(Cl)c1Cl)=N\NC(=O)c1ccccc1N was read as UTI89 phage lysis 0.3%, LYP phosphatase -10%, WT yeast gro inh -5, AID2073 7%, Autophagy HCS inactive, GPR35 arrestin U2OS 2%, NS5 inhibitors -10%, RSV antiviral HEp-2 0.0%, NTR1 agonist -0.7, WT yeast gro inh mutant strain 14, Autophagy HCS cell loss 18 h 6 and NTR1 agonist cell count 20 µM 72.
For CN1CCC(OC(=O)C23CCC(C)(C(=O)O2)C3(C)C)CC1 (stereo not given) the results were UTI89 phage lysis 0.6%, LYP phosphatase 2%, WT yeast gro inh -5, AID2073 -8%, Autophagy HCS inactive, GPR35 arrestin U2OS 1%, NS5 inhibitors -1%, RSV antiviral HEp-2 -1.1%, NTR1 agonist 0.1, WT yeast gro inh mutant strain -8, Autophagy HCS cell loss 18 h 0 and NTR1 agonist cell count 20 µM 48.
For COc1cccc2cc(C(N)=O)/c(=N/NC(=O)COc3ccc(Cl)cc3)oc12 the results were LYP phosphatase 7%, WT yeast gro inh 4, AID2073 25%, Autophagy HCS inactive, GPR35 arrestin U2OS -22%, RSV antiviral HEp-2 0.7%, NTR1 agonist 1.0, WT yeast gro inh mutant strain -16, Autophagy HCS cell loss 18 h 2 and NTR1 agonist cell count 20 µM 76.
For COc1ccccc1Nc1nc(N)nc(CSc2nccn2C)n1 the results were UTI89 phage lysis -0.2%, LYP phosphatase -1%, WT yeast gro inh 8, AID2073 -7%, Autophagy HCS inactive, GPR35 arrestin U2OS 1%, NS5 inhibitors 3%, RSV antiviral HEp-2 1.3%, NTR1 agonist -2.4, WT yeast gro inh mutant strain -11, Autophagy HCS cell loss 18 h -9 and NTR1 agonist cell count 20 µM 62.
`CC(C)N1CCN(Cc2cc(F)ccc2-n2cccn2)CC1CCO` (stereo not given) gave UTI89 phage lysis 0.4%, LYP phosphatase -8%, WT yeast gro inh -4, AID2073 10%, Autophagy HCS inactive, GPR35 arrestin U2OS 7%, NS5 inhibitors 1%, RSV antiviral HEp-2 -0.7%, NTR1 agonist 0.2, WT yeast gro inh mutant strain 7, Autophagy HCS cell loss 18 h 29 and NTR1 agonist cell count 20 µM 52.
For Cc1cc(=O)[nH]c(=S)[nH]1 the results were UTI89 phage lysis -0.9%, LYP phosphatase -5%, WT yeast gro inh 3, AID2073 -7%, Autophagy HCS inactive, GPR35 arrestin U2OS 4%, NS5 inhibitors 2%, RSV antiviral HEp-2 0.9%, NTR1 agonist 1.0, WT yeast gro inh mutant strain -2, Autophagy HCS cell loss 18 h -35 and NTR1 agonist cell count 20 µM 73.
For CCCC(=O)Nc1cnc(NC(=O)c2cccc(F)c2)cc1C the results were UTI89 phage lysis -0.8%, LYP phosphatase -3%, WT yeast gro inh -1, AID2073 4%, Autophagy HCS inactive, GPR35 arrestin U2OS 14%, NS5 inhibitors -3%, RSV antiviral HEp-2 1.1%, NTR1 agonist -0.6, WT yeast gro inh mutant strain -25, Autophagy HCS cell loss 18 h 5 and NTR1 agonist cell count 20 µM 67.
Screening CCOc1ccccc1OC(=O)CN1C(=O)c2ccccc2C1=O returned UTI89 phage lysis 0.0%, LYP phosphatase -8%, AID2073 4%, GPR35 arrestin U2OS 16%, NS5 inhibitors -1%, RSV antiviral HEp-2 0.0%, NTR1 agonist 1.1, NTR1 agonist cell count 20 µM 60 and NS5 inhibitors pilot replicate 0.6.
Cc1ccc(N(C)C(=O)c2ccc(CNc3c(N4CCC(C)CC4)c(=O)c3=O)cc2)cc1 was read as UTI89 phage lysis -1.4%[50 µM], LYP phosphatase -4%, AID2073 30%, GPR35 arrestin U2OS 8%, NS5 inhibitors 5%, RSV antiviral HEp-2 -0.1%, NTR1 agonist -1.2 and NTR1 agonist cell count 20 µM 54.
Screening CN(C)S(=O)(=O)c1ccc(C(=O)Nc2nnc(-c3ccco3)o2)cc1 returned UTI89 phage lysis 0.5%, LYP phosphatase -2%, WT yeast gro inh -6, AID2073 8%, Autophagy HCS inactive, GPR35 arrestin U2OS -5%, NS5 inhibitors 5%, RSV antiviral HEp-2 -0.4%, NTR1 agonist -0.9, WT yeast gro inh mutant strain -8, Autophagy HCS cell loss 18 h -2 and NTR1 agonist cell count 20 µM 77.
For C#CCNC(=O)C1=C[C@@H](c2csc3ccccc23)C[C@@H](OCc2ccc(CO)cc2)O1 the results were UTI89 phage lysis 3.8%, LYP phosphatase -5%, WT yeast gro inh 51, AID2073 9%, Autophagy HCS inactive, GPR35 arrestin U2OS -4%, NS5 inhibitors 1%, RSV antiviral HEp-2 8.2%, NTR1 agonist 11, WT yeast gro inh mutant strain 2, Autophagy HCS cell loss 18 h -3 and NTR1 agonist cell count 20 µM 92.
For Cc1ccc(S(=O)(=O)N2CCC(=O)N(C(COCc3cccc(C)c3)Cc3ccccc3)CC2)cc1 (stereo not given) the results were UTI89 phage lysis -0.5%, LYP phosphatase 1%, WT yeast gro inh 7, AID2073 1%, Autophagy HCS inactive, GPR35 arrestin U2OS -14%, NS5 inhibitors -2%, RSV antiviral HEp-2 26%, NTR1 agonist 6.1, WT yeast gro inh mutant strain -22, Autophagy HCS cell loss 18 h 13 and NTR1 agonist cell count 20 µM 116.
CC1CCCCC1NC(=O)c1ccc(S(=O)(=O)N2CCCC2)cc1 (stereo not given) was read as UTI89 phage lysis 1.9%[50 µM], LYP phosphatase -6%, WT yeast gro inh -13, AID2073 -6%, Autophagy HCS inactive, GPR35 arrestin U2OS -2%, NS5 inhibitors -5%, RSV antiviral HEp-2 5.5%, NTR1 agonist 1.1, WT yeast gro inh mutant strain -20, Autophagy HCS cell loss 18 h -2 and NTR1 agonist cell count 20 µM 48.
`Cc1ccc(C)c2[nH]c(=O)c(CN(CC3CCCO3)S(=O)(=O)c3ccc4c(c3)OCCO4)cc12` (stereo not given) gave UTI89 phage lysis -2.6%, LYP phosphatase -4%, WT yeast gro inh 25, AID2073 7%, Autophagy HCS active, GPR35 arrestin U2OS -2%, NS5 inhibitors -13%, RSV antiviral HEp-2 -0.9%, NTR1 agonist 2.1, WT yeast gro inh mutant strain 13, Autophagy HCS cell loss 18 h 6.4* and NTR1 agonist cell count 20 µM 75.
COc1ccc(/C=C/C(=O)NC(=S)NNC(=O)c2ccco2)cc1OC was read as UTI89 phage lysis 0.3%, LYP phosphatase -8%, AID2073 -6%, GPR35 arrestin U2OS -10%, NS5 inhibitors 0%, RSV antiviral HEp-2 0.5%, NTR1 agonist -0.4 and NTR1 agonist cell count 20 µM 42.
Screening COc1ccc(CCNC(=O)CSCC(=O)Nc2ccccc2)cc1OC returned UTI89 phage lysis 5.2%, LYP phosphatase 0%, AID2073 -6%, GPR35 arrestin U2OS -2%, NS5 inhibitors -5%, RSV antiviral HEp-2 1.6%, NTR1 agonist 1.9 and NTR1 agonist cell count 20 µM 66.
Screening COc1ccccc1Nc1nc(Cl)nc(Nc2ccccc2OC)n1 returned UTI89 phage lysis -0.3%, LYP phosphatase -18%, WT yeast gro inh -18, AID2073 12%, Autophagy HCS inactive, GPR35 arrestin U2OS -5%, NS5 inhibitors -14%, RSV antiviral HEp-2 -2.1%, NTR1 agonist 20, WT yeast gro inh mutant strain -4, Autophagy HCS cell loss 18 h -14 and NTR1 agonist cell count 20 µM 36.

2 successive records from above:
Screening CCOc1ccccc1OC(=O)CN1C(=O)c2ccccc2C1=O returned UTI89 phage lysis 0.0%, LYP phosphatase -8%, AID2073 4%, GPR35 arrestin U2OS 16%, NS5 inhibitors -1%, RSV antiviral HEp-2 0.0%, NTR1 agonist 1.1, NTR1 agonist cell count 20 µM 60 and NS5 inhibitors pilot replicate 0.6.
Cc1ccc(N(C)C(=O)c2ccc(CNc3c(N4CCC(C)CC4)c(=O)c3=O)cc2)cc1 was read as UTI89 phage lysis -1.4%[50 µM], LYP phosphatase -4%, AID2073 30%, GPR35 arrestin U2OS 8%, NS5 inhibitors 5%, RSV antiviral HEp-2 -0.1%, NTR1 agonist -1.2 and NTR1 agonist cell count 20 µM 54.

Later entries:
CC(=O)NNC(=S)NC(=O)c1ccccc1 was read as UTI89 phage lysis 2.7%, LYP phosphatase -3%, WT yeast gro inh 37, AID2073 21%, Autophagy HCS inactive, GPR35 arrestin U2OS -7%, NS5 inhibitors 4%, RSV antiviral HEp-2 0.6%, NTR1 agonist 1.1, WT yeast gro inh mutant strain -1, Autophagy HCS cell loss 18 h -9 and NTR1 agonist cell count 20 µM 55.
`Cc1ccc(SCC(=O)NCc2ccccc2C)cc1` gave UTI89 phage lysis 0.2%, LYP phosphatase -8%, AID2073 11%, GPR35 arrestin U2OS 1%, NS5 inhibitors 6%, RSV antiviral HEp-2 -0.3%, NTR1 agonist -0.5, NTR1 agonist cell count 20 µM 48 and NS5 inhibitors pilot replicate -0.6.
COc1ccc(NC(=O)CN(C2CCCCC2)S(C)(=O)=O)cc1OC was read as UTI89 phage lysis -0.2%, LYP phosphatase 3%, WT yeast gro inh 10, AID2073 -6%, Autophagy HCS inactive, GPR35 arrestin U2OS 0%, NS5 inhibitors -2%, RSV antiviral HEp-2 0.2%, NTR1 agonist -0.3, WT yeast gro inh mutant strain 6, Autophagy HCS cell loss 18 h 1 and NTR1 agonist cell count 20 µM 64.
`CC1CC(C)CN(C(=O)COC(=O)C2CCN(S(=O)(=O)c3ccc4c(c3)OCCO4)CC2)C1` (stereo not given) gave UTI89 phage lysis -1.0%[50 µM], NS5 inhibitors -6%, RSV antiviral HEp-2 2.1%, NTR1 agonist 1.0 and NTR1 agonist cell count 20 µM 65.
For CC(C)c1nc(N2CCN(C(=O)c3ccco3)CC2)c2c3c(sc2n1)CCCC3 the results were UTI89 phage lysis 0.3%, LYP phosphatase 8%, WT yeast gro inh 81*, AID2073 6%, Autophagy HCS inactive, GPR35 arrestin U2OS 4%, NS5 inhibitors -3%, RSV antiviral HEp-2 3.7%, NTR1 agonist 14, WT yeast gro inh mutant strain 56*, Autophagy HCS cell loss 18 h 5 and NTR1 agonist cell count 20 µM 53.
